Screening results as filed in PubChem BioAssay.
GALK inh – qHTS Assay for Inhibitors of Human Galactokinase (GALK). Purified GALK, Kinase-Glo residual ATP luminescence. Potency, µM (series often up to 57.5 µM), for inactives: at the highest dose activity change, negative = inhibition, usual class: inhibitors. P51570. AID 1868, 2009. 270,000 compounds, 0.007% hits; note: potency is the fitted concentration of half-maximal effect; % is set by controls: 0 for no effect and ±100 for the full control effect
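The enzyme phosphorylates galactose (100 uM) using ATP (35 uM); inhibition is detected as higher residual ATP, quantified by bioluminescence after 1 h reaction at room temperature, pH 8.0.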
Chronic BCR inh – qHTS Assay to Find Inhibitors of Chronic Active B-Cell Receptor Signaling; AID 493014, 2011; 340,000 compounds, 0.05% hits; Potency, µM (doses to about 46.1 µM), without a hit: at the top dose ratio change, negative = lower green/red ratio, usual class: inhibitors; ABC-DLBCL IkBa-CBG/CBR reporter, luminescence ratio, 4 h; active = well fitted inhibition curve with a large enough effect in the signal ratio, with a control signal flat, not every such curve was filed as active; inconclusive = small, poorly fitted or top-dose-only effect, or effect the other way, or a change in a side signal; the % refers to the signal ratio;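 note: potency is the fitted concentration of half-maximal effect; plate controls were basal doxycycline-induced cells for no effect and cells given 10 µM MG132 for full effect; MG132 reads +100%, hits lower the ratio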
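TMD8 human ABC-DLBCL cells with doxycycline-inducible IκBα–green luciferase fusion and unfused red luciferase, in 0.5% FBS medium; compounds up to 46 uM, 4 h at 37C. Green/red luminescence ratio, filter-overlap corrected, fitted to concentration-response curves.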
PKM2 activator – qHTS Assay for Activators of Human Muscle isoform 2 Pyruvate Kinase | Potency, µM (titrated, usually from 57.5 µM), for the others: at the top dose activation, actives largely listed as activators | Pyruvate kinase PKM (Homo sapiens), P14618 | 260,000 compounds, 0.34% hits | purified PKM2, Kinase-Glo ATP luminescence, activation; response scale: 0% is enzyme alone, no compound; note: potency is the fitted concentration of half-maximal effect; % is set by controls: 0 for no effect and ±100 for the full control effect; nearly all actives have a fitted effect of over 55% in size
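Kinase-Glo luminescence reports ATP generated from ADP (0.1 mM) and PEP (0.5 mM) by purified hPK-M2 after 1 h at room temperature, pH 7.2 imidazole buffer; intermediate enzyme activity allows detecting inhibitors and activators.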
Giardia kill – Small Molecules that selectively kill Giardia lamblia: qHTS. Giardia lamblia trophozoite viability. activity change, % at 7.66 µM, hits read low. 340,000 compounds, 0.15% hits; in the data active = activity change below about -80%; inconclusive = between about -30% and that limit;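 note: parasites exposed to compound for two days anaerobically before the ATP read; % is set by controls: 0 for no effect and ±100 for the full control effect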
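ATP-content bioluminescence gauges trophozoite survival. Cells (100/well) receive compound and incubate anaerobically for 48 hrs at 37 deg C; detection reagent follows for 15-30 min at room temperature.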
S-ASM inh – Inhibitors of Secretory Acid Sphingomyelinase (S-ASM): qHTS; Sphingomyelin phosphodiesterase (Homo sapiens), P17405; placental ASM, HMU-PC fluorogenic substrate, 60 min; Potency, µM (top dose mostly 57.5 µM), for the others: top-dose activity change, negative = inhibition, actives largely listed as inhibitors; 340,000 compounds, 0.006% hits; AID 504937, 2011; note: potency is the fitted concentration of half-maximal effect
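Fluorogenic HMU-PC substrate (9 uM final) is turned over by placental ASM in 60 min at 37 C after a 10 min compound preincubation. Reaction ended by alkaline stop (pH 10), with fluorescence read at 386/447 nm.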
Menin MLL FP TR – qHTS Assay for Inhibitors Targeting the Menin-MLL Interaction in MLL Related Leukemias: Competition With Texas Red Labeled MLL-derived Mutant Peptide | O00255 | Menin + Texas Red MLL mutant peptide, fluorescence polarization | Potency, µM (titrated, usually from 61.6 µM), inactives show at the highest dose FP activity change, negative = inhibition, usual class: inhibitors | 270,000 compounds, 0.23% hits | AID 1768, 2009; active = well fitted inhibition curve with a large enough effect in the polarisation, with a control signal flat, not every such curve was filed as active; inconclusive = small, poorly fitted or top-dose-only effect, or effect the other way, or a change in a side signal; inactive = no such curve, though single readings can be large or run the other way; the % refers to the polarisation; note: potency is the fitted concentration of half-maximal effect; % of control where 0% means no effect; many of its hits are not listed in these tables
Target sequence (O00255 whole entry, looked up): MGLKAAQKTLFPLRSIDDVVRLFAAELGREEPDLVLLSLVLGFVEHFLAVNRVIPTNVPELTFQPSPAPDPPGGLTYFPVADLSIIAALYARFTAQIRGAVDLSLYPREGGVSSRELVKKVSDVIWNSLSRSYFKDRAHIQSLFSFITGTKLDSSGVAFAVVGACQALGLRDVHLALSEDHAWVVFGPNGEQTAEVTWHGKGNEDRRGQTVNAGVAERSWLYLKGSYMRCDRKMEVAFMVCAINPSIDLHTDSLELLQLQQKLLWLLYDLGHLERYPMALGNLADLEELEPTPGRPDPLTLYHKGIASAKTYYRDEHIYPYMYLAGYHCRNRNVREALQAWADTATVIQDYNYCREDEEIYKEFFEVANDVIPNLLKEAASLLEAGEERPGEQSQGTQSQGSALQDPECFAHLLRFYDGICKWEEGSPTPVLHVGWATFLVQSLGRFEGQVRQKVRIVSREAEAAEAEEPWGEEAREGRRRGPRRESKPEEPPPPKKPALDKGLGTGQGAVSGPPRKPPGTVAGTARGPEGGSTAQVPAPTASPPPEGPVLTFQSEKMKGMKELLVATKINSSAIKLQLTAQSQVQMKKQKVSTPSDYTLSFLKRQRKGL
a7 integrin act – qHTS for Activators of Integrin-Mediated Alleviation for Muscular Dystrophy; 350,000 compounds, 0.064% hits; Potency, µM (series often up to 38.3 µM), for inactives: at the highest dose activation, most hits filed as activators; alpha7betagal myoblasts, beta-gal FDG fluorescence, 48 h; AID 624291, 2012;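 note: potency is the fitted concentration of half-maximal effect; 100% = response of the positive control SU9516; nearly all actives have a fitted effect of over 60% in size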
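alpha7betagal+/- myoblasts (passage 13, 250/well) treated 48 h at 37C with compounds at 1:260 dilution of DMSO stock. Lysed, then beta-galactosidase activity read as FDG fluorescence (ex 480/em 540) after 30 min, with pre-read for autofluorescence.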
Tb PFK block – qHTS Assay to Find Inhibitors of T. brucei phosphofructokinase. Potency, µM (doses to about 57.5 µM), without a hit: at the top dose activity, negative = inhibition, hits mostly inhibitors. T. brucei PFK, ADP-Glo luminescence. AID 485367, 2010. ATP-dependent 6-phosphofructokinase (Trypanosoma brucei brucei), O15648. 330,000 compounds, 0.17% hits;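 note: potency is the fitted concentration of half-maximal effect; 0% = uninhibited 1x PFK enzyme wells and -100% = no-enzyme wells; nearly all actives have a fitted effect of over 60% in size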
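ADP-Glo luminescence quantified ADP after 45 min at room temperature, with 1.25 nM T. brucei PFK, 0.1 mM ATP and 0.5 mM fructose-6-phosphate in pH 8.0 TEA buffer. qHTS titrations up to 57 µM; curves classified by quality.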
FBPA coupling cs – qHTS Assay for Inhibitors of Fructose-1,6-bisphosphate Aldolase from Giardia Lamblia: Coupling assay counterscreen; coupling enzyme system counterscreen, AmpLite Red fluorescence; activity change, negative = inhibition, % at 58.2 µM, hits read low; 290,000 compounds, 0.67% hits; AID 2472, 2010; in the data active = activity change below about -30%; note: % is set by controls: 0 for no effect and ±100 for the full control effect
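Compounds tested against the coupling enzymes alone at 57.5 uM final; readout was AmpLite Red fluorescence (525/598 nm) after 20 min at RT.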
B2AR arrestin – qHTS assay of beta-arrestin-biased ligands of beta2-adrenergic receptor; beta-arrestin recruitment to beta2AR, cell-based reporter; Potency, µM (highest dose often 46.1 µM), inactives show top-dose activation, most hits filed as activators; 330,000 compounds, 0.02% hits; AID 492947, 2010;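 note: potency is the fitted concentration of half-maximal effect; 0% = DMSO controls and full agonism = EC100 isoproterenol or metaproterenol; nearly all actives have a fitted effect of over 65% in size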
Target sequence (P07550 whole entry, looked up): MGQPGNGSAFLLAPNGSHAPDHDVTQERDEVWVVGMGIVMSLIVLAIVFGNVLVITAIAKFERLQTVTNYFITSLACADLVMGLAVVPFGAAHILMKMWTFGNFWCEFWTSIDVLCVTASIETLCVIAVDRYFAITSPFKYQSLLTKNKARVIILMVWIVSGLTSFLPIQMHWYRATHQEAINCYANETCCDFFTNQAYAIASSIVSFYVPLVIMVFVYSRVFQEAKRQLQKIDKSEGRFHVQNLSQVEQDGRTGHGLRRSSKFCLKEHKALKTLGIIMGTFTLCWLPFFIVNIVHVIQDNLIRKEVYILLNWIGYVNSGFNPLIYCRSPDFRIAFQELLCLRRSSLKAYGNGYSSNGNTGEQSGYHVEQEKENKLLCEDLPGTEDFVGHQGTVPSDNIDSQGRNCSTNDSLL
PTAP TSG101 blk – qHTS Assay for Iinhibitors of HIV-1 Budding by Blocking the Interaction of PTAP/TSG101; Tumor susceptibility gene 101 protein (Homo sapiens), Q99816; Fluorescence polarization, FITC-PTAP peptide / Tsg101 binding; Potency, µM (doses to about 115 µM), for the others: at the top dose activity change, negative = inhibition, usual class: inhibitors; 340,000 tested, under 10 active; AID 493005, 2010; active = well fitted inhibition curve with a large enough effect in the main read-out, with a control signal flat, not every such curve was filed as active; inconclusive = small, poorly fitted or top-dose-only effect, or effect the other way, or a change in a side signal; inactive = no such curve, though single readings can be large or run the other way; note: potency is the fitted concentration of half-maximal effect; % of control where 0% means no effect
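Tsg101 binding domain (10 uM final) was mixed with compound and a FITC-labeled PTAP peptide (50 nM final) in HEPES pH 7.5 buffer with NaCl, Tween 20, EDTA and TCEP; fluorescence polarization was read after 20 min at r.t.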
* hit, by the source's call; ? = inconclusive; . = no result given; [ ] = remark or other dose. Unless noted, calls come from the whole dose curve; as a rule, active = well fitted curve in the direction sought with a large enough effect; inconclusive = small, poorly fitted or top-dose-only effect, or another doubt; inactive = no such curve, though single readings can be large; an effect the other way counts as inactive or inconclusive. An excerpt; rates above refer to the full screens.

SMILES | GALK inh | Chronic BCR inh | PKM2 activator | Giardia kill | S-ASM inh | Menin MLL FP TR | a7 integrin act | Tb PFK block | FBPA coupling cs | B2AR arrestin | PTAP TSG101 blk
O=C(NCCc1csc(-c2ccccc2)n1)c1cccs1 | 2% | -22% | -4% | 21 | -4% | -11% | 22% | -6% | 0 | -0.8% | -3%
COc1cc(/C=C2\N=C(C)OC2=O)cc(Cl)c1OC(C)=O | -2% | -1% | . | 13 | 11% | 50%[activator] | ? | 0% | 0 | -0.5% | -1%
OCC[C@@H]1C[C@@H](O)[C@H](O)[C@@]2(CCc3ccccc3CO2)O1 | . | -6% | -5% | -3 | 2% | 2% | 0% | 1% | 0 | -0.3% | -4%
COc1ccccc1CNC(=O)C1Cc2ccccc2C(=O)O1 (stereo not given) | 4% | ? | -4% | -6 | -1% | -17% | -13% | -6% | 5 | 0.2% | -10%
O=C(CC1C(=O)NCCN1CC(c1ccccc1)c1ccccc1)NCCc1cn[nH]c1 (stereo not given) | 0% | -13% | 11% | 6 | 1% | ? | 33% | 10% | -22 | -1.0% | -4%
CCS(=O)(=O)N1Cc2ccccc2CC1C(=O)Nc1nc2c(C)cccc2s1 (stereo not given) | -2% | ? | -1% | -6 | -1% | -23% | 7% | 0% | 0 | -0.6% | -3%
S=C1NC2=C(CCCC2)C2(CCCCC2)N1 | 0% | 7% | -1% | 0 | 3% | -15% | -5% | 2% | 1 | 0.4% | -2%
C/C(=N/NC(=O)c1cn(-c2cccc(C)n2)cn1)c1ccc(C)cc1 | 2% | -3% | -5% | 21 | 1% | 10% | 19% | 1% | 0 | -0.7% | -1%
COc1cccc(NC(=O)CC2Oc3ccccc3NC2=O)c1 (stereo not given) | -2% | ? | . | -8 | 0% | 21% | -28% | -2% | 1 | 0.5% | -5%
COc1ccc(CNCc2ccncc2)cc1OC | . | 1% | -2% | 3 | 0% | -1% | 13% | -1% | -3 | -1.0% | -1%
O=C(Cc1ccccc1)Nc1ccc(N2CCCC2)cc1 | 2% | 1% | 1% | ? | -13% | -9% | 16% | -1% | -9 | 0.4% | -6%
CN(CC(=O)Nc1ccccc1Cl)C1CCCCC1 | -5% | -1% | 4%[11.5 µM] | -12 | 5% | -3% | 7% | 1% | 3 | -0.9% | 0%
CCOC(=O)C1=C(C)OC(N)=C(C#N)C1c1cc(SCC)oc1C (stereo not given) | -2% | -4% | 7% | 5 | -4% | 1% | 9% | -8% | 0 | -1.1% | 1%
COC(=O)CSc1nc2[nH]ncc2c(=O)[nH]1 | 9% | -2% | -3% | ? | 6% | 3% | -10% | 0% | 1 | 0.1% | -5%
CN(Cc1ccc(F)cc1)C(=O)c1cc(S(=O)(=O)N2CCCCC2)ccc1N1CCOCC1 | . | 4% | . | -3 | 2% | . | 7% | -4% | . | -0.9% | -2%
Cc1ccc(C(C(=O)NC2CCCC2)N(C(=O)c2csnn2)C2CCCC2)o1 (stereo not given) | 3% | 2% | -4% | 5 | 2% | -3% | -22% | -6% | 2 | 8.5% | -3%
COc1ccc(/C=C(/NC(=O)c2ccccc2)C(=O)N2CCCCC2)cc1OC | -10% | ? | . | -4 | 0% | . | -2% | 1% | . | -0.6% | -1%
O=C(CNC(=O)c1ccccc1F)N/N=C/c1ccco1 | 8% | ? | -2%[0.46 µM] | 3 | 12% | -6% | 19% | 1% | 4 | -0.6% | 0%
CCOC(=O)c1nnsc1Nc1ccc(C)c(C)c1 | 0% | 0% | -20% | 0 | 0% | -3% | 25% | 10% | -2 | -0.2% | 0%
CCc1cccc(C)c1NC(=O)CN1C(=O)c2ccccc2S1(=O)=O | 1% | -7% | -15% | 2 | 5% | 4% | 6% | -3% | -4 | 7.1% | -4%
O=C(CCc1ccccc1)Nc1ccc(S(=O)(=O)N2CCOCC2)cc1 | 0% | ? | 8% | -3 | -3% | . | -3% | 1% | 0 | -0.8% | 0%
c1ccc(CSc2ncnc3sccc23)cc1 | 0% | -1% | ? | -11 | -8% | 15% | -11% | -4% | -1 | -0.3% | 1%
O=C(CC(C(=O)O)c1cccc(Cl)c1Cl)c1ccccc1 (stereo not given) | 2% | 10% | . | -8 | 8% | 35%[activator] | ? | -2% | 2 | -0.2% | -1%
CCCS(=O)(=O)c1nc(S(=O)(=O)c2ccc(C)cc2)c(NCCN2CCOCC2)s1 | 0% | -5% | 4% | 2 | 0% | 13% | ? | 2% | 2 | 0.0% | -6%
OCCN(CCO)Cc1csc2ccccc12 | 1% | 3% | 4% | -19 | 1% | -4% | -10% | 0% | -1 | 7.7% | -1%
Cn1c(=O)c2c(nc(CN3CCC(C(N)=O)CC3)n2Cc2c(Cl)cccc2Cl)n(C)c1=O | 0% | -1% | 0% | -8 | 1% | -22% | 20% | 2% | -3 | -0.3% | -1%
CN(C)c1ccc(/C=N\Nc2nc(-c3ccccc3)cc(=O)[nH]2)cc1 | 0% | 11% | 1% | -3 | 11% | ? | -4% | -7% | 4 | 0.0% | 0%
NC(=O)c1ccsc1NC(=O)COC(=O)c1ccccc1F | . | -10% | . | 14 | 1% | . | ? | -1% | . | 0.3% | 1%
CCCCNC(=O)/C(C#N)=C/c1ccc(-c2ccc(S(=O)(=O)N3CCOCC3)cc2)o1 | 2% | 3% | 2% | 25 | 43%[activator] | -6% | 14% | -1% | 3 | -0.6% | -6%
COc1ccc(NC(=O)COC(=O)C2=COCCO2)cc1OC | 5% | -1% | -1% | 0 | 4% | 10% | -19% | -3% | 2 | 0.1% | -3%
O=C(CSc1ccc(Cl)cc1)NC(=O)NC1CCCC1 | . | 0% | . | 16 | -1% | . | -12% | -2% | . | 0.1% | 0%
COc1ccc(C(=O)N/N=C/c2ccc(N3CCOCC3)o2)cc1OC | -1% | -16% | 2.5µM* | 34[activator] | 1% | 1% | 9% | 1% | -35* | -1.0% | 1%
COc1cccc(NS(=O)(=O)c2ccc3c(c2)N(C(C)=O)CCS3)c1 | -3% | -2% | . | -29 | -4% | . | 21% | 2% | . | 0.1% | -2%
CCC(C)[C@@H](CN(N=O)[C@@H](Cc1ccccc1)CN(C)N=O)N(CCc1ccccc1)N=O (stereo not given in full) | 5% | 14% | -2% | ? | 8% | ? | -7% | -6% | 0 | -0.2% | -5%
CCN(c1ccccc1)S(=O)(=O)c1ccc(Cl)c(NC(=O)c2ccc(=O)[nH]n2)c1 | . | -1% | . | 1 | -2% | . | 23% | -4% | . | -2.3% | -3%
COc1ccc(C(=O)NCCn2nc(C)cc2C)cc1OC1CCN(C(C)=O)CC1 | -5% | 4% | -3% | 2 | 5% | . | 5% | 0% | . | 0.4% | 1%
O=[N+]([O-])c1ccc2nonc2c1Nc1ccccc1 | 0% | ? | -2% | -7 | -3% | 5% | -1% | 1% | 4 | 0.1% | -1%
COc1ccc(C(=O)COC(=O)CCCC(=O)NC2CCCCC2)cc1 | 0% | 2% | -1% | -7 | -1% | -7% | -1% | 1% | 3 | -0.3% | 0%
CCN(CC)S(=O)(=O)c1cc(NC(=O)COC(=O)c2c(C)noc2C)ccc1C | . | ? | . | 56[activator] | -2% | . | 26% | -4% | . | 0.0% | -6%
COc1ccc(C(C)=O)cc1CN(C)C | -1% | . | -4% | 4 | 3% | 34%[activator] | 11% | . | -5 | . | -6%
COc1cc(NC(=O)NCC2CCN(Cc3ccccc3F)CC2)cc(OC)c1 | . | -6% | . | -21 | 3% | -4% | 0% | 7% | 1 | 0.0% | -9%
Cc1ccsc1/C=N/NC(=S)NCc1ccccc1 | -2% | ? | -1% | 0 | -9% | 1% | -4% | 7% | 1 | -0.2% | 0%
